Bioassay records as filed in PubChem BioAssay.
HTR5A ag ctr = HTR5A agonists in luminescence cell assay, primary screen, counter-screen for OPRM1-OPRD1 heterodimer agonist project, full-deck HTS. 0.61% of 340,000 active. activation, % at 9.3 µM. 5-hydroxytryptamine receptor 5A (Homo sapiens), P47898. cell-based; in the data active means activation mostly above about 9.5%, no sharp cut-off; inactive means mostly below about 7.6%;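 further: 0% = cells with vehicle only and 100% = reference agonist; strong numbers were not always called active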
CDK5 inh = inhibitors of human CDK5/p35 kinase, primary screen, biochemical, single concentration. inhibition, % at 10 µM. AID 488839, 2010. 0.01% of 330,000 active. Recombinant CDK5/p35, ADP-Glo luminescence, 60 min. Cyclin-dependent kinase 5 (Homo sapiens) + Cyclin-dependent kinase 5 activator 1 (Homo …;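 active means highest replicate inhibition of at least 50% and at least 75% of replicates reaching 50%; inconclusive means only one of the two criteria met; inactive means both criteria failed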;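 further: plate controls were DMSO neutral control for no effect and GW8510 at 10 µM for full effect; many of its hits are not listed in these tables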
SR-BI HDL uptake = inhibitors of SR-BI mediated HDL lipid uptake, primary screen, ldlA[mSR-BI] cells, fluorescence, single point. Scavenger receptor class B member 1 (Mus musculus), Q61009. ldlA[mSR-BI] CHO cells, DiI-HDL uptake fluorescence, 3 h. inhibition, % at 12.5 µM. 0.96% of 320,000 active. AID 488896, 2010;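 active means mean replicate inhibition of at least 70% and a set share of replicates each scoring 70 or more; inconclusive means meets just one of the two criteria; inactive means fails both criteria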;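 further: 0% = median of neutral control wells and 100% = median of positive control wells; values of inactives mirror those of a sister screen read the other way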
Target sequence (Q61009 whole entry, looked up): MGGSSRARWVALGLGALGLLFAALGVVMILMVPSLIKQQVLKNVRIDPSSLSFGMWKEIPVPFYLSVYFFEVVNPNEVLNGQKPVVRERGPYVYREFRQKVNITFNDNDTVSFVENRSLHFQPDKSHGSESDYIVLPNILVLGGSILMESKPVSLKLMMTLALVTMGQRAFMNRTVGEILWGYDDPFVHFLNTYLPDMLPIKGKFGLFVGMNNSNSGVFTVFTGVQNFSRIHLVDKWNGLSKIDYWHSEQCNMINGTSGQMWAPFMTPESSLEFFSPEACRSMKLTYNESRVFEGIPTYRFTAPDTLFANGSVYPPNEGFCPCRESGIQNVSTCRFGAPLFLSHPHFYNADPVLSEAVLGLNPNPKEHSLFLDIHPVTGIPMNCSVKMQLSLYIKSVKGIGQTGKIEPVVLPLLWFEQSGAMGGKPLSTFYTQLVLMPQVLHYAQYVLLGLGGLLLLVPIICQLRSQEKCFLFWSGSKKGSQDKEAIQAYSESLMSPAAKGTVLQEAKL
Wnt bcat act = Wnt/beta-catenin pathway activators, primary screen, cell-based, plate reader, single point | Wnt/beta-catenin reporter cell assay, activator | activation, % at 9.35 µM | 1.2% of 300,000 active | AID 743398, 2014; in the data active means activation above about 30%, passing the limit was not always enough; inconclusive means no clear call, values can overlap the other calls;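 further: 0% = neutral control wells and 100% = positive control wells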
cardiac RTF act = cardiac RTF calcium sensitivity activators, primary screen, biochemical, IANBD-TnC fluorescence, EC20 calcium | IANBD-labeled TnC RTF fluorescence at EC20 calcium; 0% EC20 calcium, 100% full calcium | Troponin I, cardiac muscle (Homo sapiens) + Troponin T, cardiac muscle (Homo sapiens) + … | activation, % at 7.2 µM | 0.24% of 340,000 active;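 active means activation above the mean over all tested compounds plus 3 SD, cut at about 30% in these data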;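 further: rise in fluorescence read as greater calcium sensitivity of cardiac thin filaments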
MITF TRPM1 HTS = activators of MITF-driven TRPM1 promoter reporter, primary screen, cell-based, SK-MEL-5, luciferase, single point; SK-MEL-5 TRPM1-promoter luciferase, 24 h; % of positive control, neutral wells = 0; activation, % at 12.5 µM; 0.75% of 300,000 active; AID 588334, 2011;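 active means mean activation of at least 80% with every replicate also reaching 80%; inconclusive means mean reaches 80% but some replicate falls short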;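 further: 0% = neutral control wells and 100% = parthenolide positive control wells; values of inactives mirror those of a sister screen read the other way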
Rtt109 HAT inh = inhibitors of C. albicans Rtt109/Vps75 HAT, primary screen, biochemical, ThioGlo CoA-SH fluorescence, plate reader | inhibition, % at 34.9 µM | 0.16% of 330,000 active | AID 540336, 2011 | purified Rtt109/Vps75, 4 h;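 active means inhibition of at least 50% in every replicate; inconclusive means best replicate reaches 50% inhibition but some replicates fall short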
PvdQ inh = P. aeruginosa PvdQ acylase inhibitors, primary screen, biochemical, fluorescence, plate reader and imaging, single point; PvdQ acylase [Pseudomonas aeruginosa LESB58]; purified PvdQ acylase; inhibition, % at 10 µM; 0.063% of 340,000 active; AID 488965, 2010; in the data active means inhibition above about 30%, passing the limit was not always enough; inconclusive means no clear call, values can overlap the other calls;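 further: 0% = vehicle neutral wells and 100% = reference inhibitor wells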
dFosB activator = activators of delta FosB homodimer, primary screen, biochemical, fluorescence polarization, TAMRA-CDK5 oligo, single point; purified delta FosB; percent of positive-control signal above neutral wells; Protein FosB (Mus musculus), P13346; activation, % at 25 µM; 0.99% of 340,000 active;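 active means mean activation above about 17%, with every replicate also reaching it, limit read from the data, passing the limit was not always enough; inconclusive means only one of the two conditions met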;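 further: fluorescence polarization rise as delta FosB binds a TAMRA Cdk5 AP-1 oligo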
Target sequence (P13346 whole entry, looked up): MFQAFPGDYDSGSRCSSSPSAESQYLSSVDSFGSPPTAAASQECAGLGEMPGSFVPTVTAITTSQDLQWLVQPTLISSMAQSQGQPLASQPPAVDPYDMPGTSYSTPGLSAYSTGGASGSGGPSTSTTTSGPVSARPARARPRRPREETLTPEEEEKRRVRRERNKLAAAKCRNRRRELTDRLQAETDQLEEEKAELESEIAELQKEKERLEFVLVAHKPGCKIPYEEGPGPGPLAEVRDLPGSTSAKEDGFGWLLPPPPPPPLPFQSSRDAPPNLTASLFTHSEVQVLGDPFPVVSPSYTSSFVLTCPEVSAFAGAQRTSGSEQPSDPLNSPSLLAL
SR-BI DiI-HDL act = activators of SR-BI mediated DiI-HDL uptake, primary screen, ldlA[mSR-BI] CHO cells, DiI fluorescence; 3 h; 100 = double the neutral-control signal; activation, % at 12.5 µM; 0.096% of 320,000 active; AID 504775, 2011;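 active means mean replicate activation of at least 60% and every replicate at or above 60%; inconclusive means mean or all-replicate condition met, but not both; inactive means mean below 60% and not all replicates reaching 60%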;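 further: 0% = median plate neutral-control signal and 100% = twice that signal; values of inactives mirror those of a sister screen read the other way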
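Material: SR-BI-overexpressing, LDLR-lacking CHO cells | Dosing: Single compound concentration, delivered by pin transfer | Probe or stimulus: Labelled HDL, 10 µg/mL | Signal: Bottom-read cell fluorescence after medium removal, ex 550/em 595 nm | Schedule: 3 h, 37 °C | Evaluation: HDL uptake via cellular fluorescence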
* hit, by the source's call; ? = inconclusive; . = not tested or not shown.

SMILES	HTR5A ag ctr	CDK5 inh	SR-BI HDL uptake	Wnt bcat act	cardiac RTF act	MITF TRPM1 HTS	Rtt109 HAT inh	PvdQ inh	dFosB activator	SR-BI DiI-HDL act
CCCCN1CCc2[nH]c(=S)[nH]c(=O)c2C1	-1	-0.1	-51	.	-1	5	39	4	-4	51
C[C@H](NC(=O)c1nc[nH]c1C(=O)N[C@H](C)c1ccccc1)C(=O)OCc1ccccc1	8	0.5	-1	3	-7	-2	0	-15	-15	1
O=C(CC1C(=O)NCCN1Cc1ccccc1F)NC1CCCCCC1 (stereo unspecified)	-4	0.2	-36	2	3	3	4	7	0	36
COCCn1c(SCC(=O)N2CCCc3ccccc32)nc2c(c1=O)SC(C)C2 (stereo unspecified)	-3	-0.4	4	-4	-2	-10	-4	-9	-9	-4
Cc1nn(CC(=O)N2CCN(C)CC2)c(=O)c2ccccc12	-2	1.1	-5	0	-3	-8	4	-19	-3	5
Cc1onc(-c2ccccc2Cl)c1C(=O)N1CCN(S(=O)(=O)c2ccc(F)c(F)c2)CC1	2	1.6	-6	-2	-7	5	4	0	-3	6
CCC(C(=O)O)P(=O)(c1ccc(Cl)cc1)c1ccc(Cl)cc1 (stereo unspecified)	-1	-0.1	-12	-4	-15	3	-4	-3	-1	12
CCOC(=O)C(Cc1ccc(O)c([N+](=O)[O-])c1)N1C(=O)c2ccccc2C1=O (stereo unspecified)	3	0.6	-7	-1	-4	13	4	-17	-45	7
O=C(Nc1ccc(S(=O)(=O)N2CCc3ccccc32)cc1)c1ccc2c(c1)OCO2	4	-0.9	26	.	0	3	-6	-8	-1	-26
Cc1[nH]c(C)c(S(=O)(=O)NCc2ccc(F)cc2)c1C(=O)N1CCCC1	-3	0.0	6	0	-3	-2	2	9	2	-6
O=C(Cc1cccs1)NCCS(=O)(=O)N1CCN(c2cccc(Cl)c2)CC1	1	0.7	-7	-3	-6	9	8	5	-11	7
COC(=O)Cc1ccc(NC(=S)NCc2ccccc2Cl)cc1	-3	-0.6	-19	-2	1	-4	2	-10	-3	19
CSc1ccccc1OCc1cc(C(=O)NCc2cnc(C)cn2)no1	-4	-0.1	-2	1	-1	16	0	-14	-8	.
COCCNC(=O)c1cc(-c2ccc(-c3ccccc3)cc2)nc2ccccc12	1	-1.5	30	9	-2	49	-6	3	1	-30
Cc1ccc2[nH]c(=O)c(C3=NN(C(=O)CCC(=O)O)C(c4cccs4)C3)c(-c3ccccc3)c2c1 (stereo unspecified)	-1	-1.7	-36	-1	-10	12	3	-14	-20	36
CCN(CC)S(=O)(=O)c1ccc(C(=O)Nc2cccc(C)c2)cc1	2	-1.1	42	.	6	21	.	0	-11	-42
CCC(=O)Nc1ccc(NC(=O)CSc2nc3cc4c(cc3cc2C)CCC4)cc1	8	1.6	64	-1	-1	2	8	-2	?	-64
CCOC(=O)c1c(C)n(C)c2c1cc(OC(C)=O)c1ccccc12	5	2.0	27	3	-2	.	-7	-5	3	-27
COc1cc2c(cc1OC)C(c1ccc([N+](=O)[O-])cc1)NCC2 (stereo unspecified)	-1	-1.6	24	0	-1	.	3	-3	4	-24
CN(C)c1cc[n+](CC(=O)Nc2ccc(Cl)c([N+](=O)[O-])c2)cc1	-1	0.4	8	-6	7	.	1	-18	6	-8
CC(C)=CC(=O)OCC(=O)Nc1cc([N+](=O)[O-])ccc1F	-2	0.5	-12	1	7	6	4	2	4	12
S=c1[nH]nc(Cc2cccc3ccccc23)o1	-5	-2.5	-16	-2	-3	-26	0	-5	1	16
C=CCn1c(SCC(=O)N2CCOCC2)nc2scc(-c3ccco3)c2c1=O	-3	1.7	-8	.	3	2	-4	13	-8	8
COc1ccccc1CNC(=O)C1CCCN(S(=O)(=O)c2ccc3c(c2)CC(C)N3C(C)=O)C1 (stereo unspecified)	4	.	-15	-3	2	13	-2	-7	-3	15
Cc1ccccc1S(=O)(=O)Cc1ccc(C(=O)NCCCN2CCN(C)CC2)o1	-7	1.5	-7	0	11	-5	-10	-6	-13	7

Complete entries as entered above:
CSc1ccccc1OCc1cc(C(=O)NCc2cnc(C)cn2)no1 in the list: HTR5A ag ctr: -4; CDK5 inh: -0.1; SR-BI HDL uptake: -2; Wnt bcat act: 1; cardiac RTF act: -1; MITF TRPM1 HTS: 16; Rtt109 HAT inh: 0; PvdQ inh: -14; dFosB activator: -8; SR-BI DiI-HDL act: .
C[C@H](NC(=O)c1nc[nH]c1C(=O)N[C@H](C)c1ccccc1)C(=O)OCc1ccccc1 in the list: HTR5A ag ctr: 8; CDK5 inh: 0.5; SR-BI HDL uptake: -1; Wnt bcat act: 3; cardiac RTF act: -7; MITF TRPM1 HTS: -2; Rtt109 HAT inh: 0; PvdQ inh: -15; dFosB activator: -15; SR-BI DiI-HDL act: 1

Next records
SMILES	HTR5A ag ctr	CDK5 inh	SR-BI HDL uptake	Wnt bcat act	cardiac RTF act	MITF TRPM1 HTS	Rtt109 HAT inh	PvdQ inh	dFosB activator	SR-BI DiI-HDL act
C=CCNC1=C(Cl)C(=O)c2ccccc2C1=O	6	1.8	0	5	7	-61	-7	10	8	0
COc1ccc(C2C(=O)NN=C2C)cc1 (stereo unspecified)	-5	3.9	-20	-6	-5	7	0	-5	5	20
CSc1nnc([C@H](C)NC(=O)OC(C)(C)C)o1	1	-0.9	-5	.	-3	.	.	-1	5	5
CCOc1ccc2nc(NC(=O)COC)sc2c1	-1	1.4	33	-4	6	.	-3	-5	3	-33
Cc1ccc(S(=O)(=O)N2CCN(Cc3ccco3)CC2)cc1C	3	-0.8	-26	1	2	-11	1	-6	-4	26
O=C1C2C3C=CC(CC3)C2C(=O)N1c1nccs1 (stereo unspecified)	-6	1.4	-12	-1	-6	-4	3	2	0	12
O=c1c2c3c(sc2nc2sc(CN4CCOCC4)cn12)CCCC3	-3	-0.2	-15	.	7	53	10	13	1	15
COc1cccc(-n2nnc3c(=O)n(Cc4cccc(C)c4)cnc32)c1	4	1.7	-18	-1	-1	2	0	-13	0	18
Nc1c(C=C2C=CC(=O)C=C2)c(=O)nc2sc(CC(=O)N3CCCCC3)nn12	-1	.	-26	-1	-7	7	6	1	1	26
CCOC(=O)Nc1cccc(OCC(=O)Nc2ccccc2OC)c1	1	0.7	29	-2	2	8	12	0	-10	-29
COc1ccc(-c2nc3cc(C)ccn3c2NC(=O)c2c(F)cccc2Cl)cc1	-2	0.2	52	1	1	0	12	3	2	-52
COc1cc(SC)ccc1C(=O)Nc1ccc(Cl)cn1	-1	0.9	59	0	-5	-57	-24	-14	-11	-59
COC(=O)c1ccccc1NC(=O)CSc1ncccn1	-1	1.2	-3	0	-6	.	-5	-12	4	3
CCOC(=O)N1CCC(NC(=O)c2ccc3c(c2)N=C(CC)c2cc(C)ccc2S3)CC1	6	0.5	50	-1	-3	-22	2	2	0	-50
CC(=O)N1c2ccc(S(=O)(=O)N3CCC(C(=O)N4CCN(c5ccccc5)CC4)CC3)cc2CC1C (stereo unspecified)	1	-2.3	11	-6	-2	-8	17	-5	-9	-11
COc1cccc(Nc2c(F)c(OC)c(F)c(F)c2C(=O)O)c1	-1	-0.5	-32	1	-3	.	6	-6	3	32
C=C(C)c1cccc(C(C)(C)NC(=O)Nc2cc(C)ccc2OC)c1	1	0.1	1	-3	-7	3	7	3	4	-1
O=C(C(=O)N1CCc2ccccc2C1)c1cn(CC(=O)N2CCCC2)c2ccccc12	-4	-1.0	21	-6	0	0	1	-5	-16	-21
O=C(Nc1ccc(S(=O)(=O)Nc2ncccn2)cc1)c1ccccc1NS(=O)(=O)c1ccc(Cl)cc1	-3	2.1	0	-1	-2	-4	-13	-10	-11	0
CCOc1ccc(/C=N/Nc2ccccn2)cc1OC	0	0.2	-16	14	3	58	-7	-11	-4	16
CCn1c(O)c(C=Nc2ccccc2)n(-c2ccccc2)c1=S	-2	0.7	-4	.	-1	-20	-5	1	3	4
CCn1c(CSc2nc(C)cc(C)n2)nnc1SCC(=O)N1CCCc2ccccc21	2	0.8	45	.	-2	5	3	1	-2	-45
CC(NC(=O)CCNC(=O)c1ccc(C(C)(C)C)cc1)c1ccccc1 (stereo unspecified)	-2	1.5	-6	-2	6	-8	-2	-10	-14	6
O=c1[nH]ncc2c3ccccc3n(Cc3cccc(Cl)c3)c12	-1	4.8	64	0	56*	-6	-12	0	-4	-64
COc1ccc([N+](=O)[O-])cc1N(CC(=O)NC1CCCCC1)S(C)(=O)=O	2	-0.5	-12	-1	-3	-5	3	-8	-3	12
CC1CCC(NC(=O)c2nn(C)c3c2CSc2ccccc2-3)CC1 (stereo unspecified)	3	3.6	-8	10	-5	40	-10	-9	-2	8
Cc1ccc(C(=O)Cn2nnc(-c3ccccc3)n2)cc1	4	-0.8	-3	7	4	.	0	-10	-4	3
COc1ccc(OC)c(S(=O)(=O)N2CCC(C(=O)NCCc3ccc(OC)c(OC)c3)CC2)c1	0	-0.6	-6	.	0	0	3	2	-6	6

4 structures already listed, arranged by heavy-atom count, high to low:
SMILES	HTR5A ag ctr	CDK5 inh	SR-BI HDL uptake	Wnt bcat act	cardiac RTF act	MITF TRPM1 HTS	Rtt109 HAT inh	PvdQ inh	dFosB activator	SR-BI DiI-HDL act
CCOC(=O)Nc1cccc(OCC(=O)Nc2ccccc2OC)c1	1	0.7	29	-2	2	8	12	0	-10	-29
COC(=O)c1ccccc1NC(=O)CSc1ncccn1	-1	1.2	-3	0	-6	.	-5	-12	4	3
O=C1C2C3C=CC(CC3)C2C(=O)N1c1nccs1 (stereo unspecified)	-6	1.4	-12	-1	-6	-4	3	2	0	12
CSc1nnc([C@H](C)NC(=O)OC(C)(C)C)o1	1	-0.9	-5	.	-3	.	.	-1	5	5
